Assay outcomes as filed in PubChem BioAssay.
NCI-60 one-dose screen, 48 h, at 10 µM unless noted. Numbers give growth in % (100 = growth as untreated, 0 = no growth, -100 = all killed).
TK-10: TK-10 renal cancer cells; 81,000 tested, 3.9% active; AID 1794769; active means growth percent below 10
* hit, by the source's call; & = joins results of further samples; ! = a repeat was not active; [ ] = dose if it differs, or a comment.

SMILES	TK-10
N/N=C(\C(=O)Nc1ccc(Cl)cc1Cl)C(c1cnc2ccccc2n1)[N+](=O)[O-] (stereo unspecified)	69.4&131.9[100 µM]
O=C(O)CCCC(=O)Nn1c(Cc2ccc(Cl)cc2)n[nH]c1=O	95.0&85.5[100 µM]
Cc1nc(C(N)=S)sc1C(=O)C/C(=N/N)C(=O)Nc1cccc(Cl)c1C	90.0&144.8[100 µM]
CCOC(=O)c1nc2cc(C(F)(F)F)ccc2nc1Nc1ccc(F)cc1	3.6*![100 µM]
CC1C2(C)OCC(C#N)(C(=N)O2)C1(C#N)C#N (stereo unspecified)	109.2[100 µM]
O=C(Cc1nc2ccc(C(=O)c3ccccc3)cc2[nH]c1=O)C(=O)Nc1ccc(Br)cc1	25.7&88.7[100 µM]
COc1ccc(OC)c2c(Nc3ccc(S(=O)(=O)O)c4cc(S(=O)(=O)O)cc(S(=O)(=O)O)c34)cc(C)nc12	101.4&107.1[100 µM]
Clc1c(Cl)c(Cl)c2nn(C3CCCO3)nc2c1Cl (stereo unspecified)	-76.8*![100 µM]
Cc1cc(O)c(C=O)c2c1C(=O)Oc1c(CO)c(O)c3c(c1O2)C(O)OC3=O (stereo unspecified)	100.7&102.0[100 µM]
O=c1c(-c2ccc3c(c2)OCO3)coc2c3c(ccc12)OCO3	-100.0*[100 µM]
COc1c(O)ccc(C2=Cc3ccc(O)cc3OC2)c1OC	9.0*[100 µM]
Cc1ccc(OCC2OC(n3cnc4nc(Cl)nc(Cl)c43)CC2Oc2ccc(C)cc2)cc1 (stereo unspecified)	-100.0*[100 µM]
C=C1C(=O)OC2/C=C(\CO)CC/C=C(\CO)CC(OC(=O)C(C)C)C12 (stereo unspecified)	-96.5*[100 µM]
COc1c(C)c(OC)c(C(=O)CC(C)C)c(OC)c1C	100.3&76.6[100 µM]
CC1(C)CC2(C)OC(=N)C1(C#N)C2(C#N)C#N (stereo unspecified)	-77.9*[100 µM]
CC(=N/N=C/c1ccccn1)/C(C)=N/N=C(C)/C(C)=N/N=C(C)/C(C)=N/N=C(C)/C(C)=N\N=C\c1ccccn1	81.3&99.9[100 µM]
C/C(Cl)=N/OC(=O)Nc1ccc(S(N)(=O)=O)c(C)c1	-100.0*[100 µM]
CC(=O)Oc1ccc2ccc(=O)oc2c1OC(C)=O	17.8&62.1[100 µM]
C[C@@H]1C[C@H]2OC(=O)[C@@]3(C)CCC[C@@](C)([C@@H]23)[C@@]1(O)CCc1ccoc1	62.8&64.3[100 µM]
CC1C2(C)OC(=N)C(C#N)(C(c3cccc([N+](=O)[O-])c3)O2)C1(C#N)C#N (stereo unspecified)	107.6[100 µM]
CC1=C(Cl)C[C@@H](/C(C)=C\Cl)O[C@@]1(O)C(Br)Br	-87.5*![100 µM]
O=c1[nH]c(Nc2ccc(Cl)cc2)nc2nc[nH]c12	89.2&124.1[100 µM]
C=C(C)C1CC2(C)C(C)CC(OC(=O)/C(C)=C\C)CC2C(OC(=O)/C(C)=C\C)C1O (stereo unspecified)	71.0&34.6[100 µM]
N#CC1(C#N)N[C@@H](c2ccsc2)[C@H]2C(=O)N(c3ccccc3)C(=O)[C@H]21	30.9&55.7[100 µM]
CC(C)(C)N/N=C(/Cc1nc2c3c(ccc2[nH]c1=O)C(=O)c1ccccc1C3=O)C(=O)NC1=C(Cl)C(=O)c2ccccc2C1=O	-41.1*![100 µM]

Filtered by structure, the entries above containing a carbonyl joined to an NH by a bond outside any ring
SMILES	TK-10
N/N=C(\C(=O)Nc1ccc(Cl)cc1Cl)C(c1cnc2ccccc2n1)[N+](=O)[O-] (stereo unspecified)	69.4&131.9[100 µM]
O=C(O)CCCC(=O)Nn1c(Cc2ccc(Cl)cc2)n[nH]c1=O	95.0&85.5[100 µM]
Cc1nc(C(N)=S)sc1C(=O)C/C(=N/N)C(=O)Nc1cccc(Cl)c1C	90.0&144.8[100 µM]
O=C(Cc1nc2ccc(C(=O)c3ccccc3)cc2[nH]c1=O)C(=O)Nc1ccc(Br)cc1	25.7&88.7[100 µM]
C/C(Cl)=N/OC(=O)Nc1ccc(S(N)(=O)=O)c(C)c1	-100.0*[100 µM]
CC(C)(C)N/N=C(/Cc1nc2c3c(ccc2[nH]c1=O)C(=O)c1ccccc1C3=O)C(=O)NC1=C(Cl)C(=O)c2ccccc2C1=O	-41.1*![100 µM]

Shown as comma-separated lines: entries from further up.
compound,TK-10
COc1c(O)ccc(C2=Cc3ccc(O)cc3OC2)c1OC,9.0*[100 µM]
Cc1ccc(OCC2OC(n3cnc4nc(Cl)nc(Cl)c43)CC2Oc2ccc(C)cc2)cc1 (stereo unspecified),-100.0*[100 µM]

More compounds.
SMILES	TK-10
Cc1nc2c(=O)n3c4c(cccc4c2o1)CCC3	89.0&79.8[100 µM]
COC(=O)C1=CO[C@@H](OC2OC(CO)C(O)C(O)C2O)[C@H]2[C@@H](C)[C@@H](O)[C@@H](O)[C@@H]12 (stereo partly specified)	98.0&102.2[100 µM]
O=C1/C(=C/c2ccccc2)N=C2Sc3c(nc[nH]c3=O)N12	60.3&70.3[100 µM]
O=C1CCCC(=O)N1n1c(Cc2ccccc2)n[nH]c1=O	108.4&90.4[100 µM]
CCOC(=O)C1(C#N)OC(=O)c2cnccc21 (stereo unspecified)	103.0&104.3[100 µM]
O=C1NC(N2CCOCC2)=N/C1=C\c1ccccc1O	42.9&107.1[100 µM]
Cc1cc(Br)cc(C)c1NC(=O)C(=O)Nn1c(=S)[nH]c2ccccc2c1=O	86.1&150.5[100 µM]
CCOC(=O)C1C(C(C)C)C2(C#N)C(=N)OC1(C)C2(C#N)C#N (stereo unspecified)	-73.8*[100 µM]
Cc1c(C#N)c(=N)oc2ccccc12	79.3&92.3[100 µM]
CCCOC(=O)c1cc(C(=CCC[C@H]2CC[C@@]3(C)[C@@H](CC[C@@H]4[C@@H]3CC[C@]3(C)[C@@H](C(C)CCCC(C)C)CC[C@@H]43)C2)c2cc(Cl)c(O)c(C(=O)OCCC)c2)cc(Cl)c1O (stereo partly specified)	101.1&127.8[50 µM]
Cc1ccc(NC(=O)/C(Cc2cc(=O)oc3cc(O)ccc23)=N\NC(C)(C)C)cc1C	100.6&103.0[100 µM]
O=C(CCc1ccccc1)ON1C(=S)NC(c2ccccc2)(c2ccccc2)C1=S	-21.7*[100 µM]
O=C(/C=C/c1ccccc1)OCC1=C[C@@H](O)[C@@H]2C=CO[C@@H](OC3OC(CO)C(O)C(O)C3O)[C@H]12 (stereo partly specified)	98.3&95.1[100 µM]
O=Cc1ccc(-c2ccc(-c3ccc(CO)s3)o2)s1	-93.3*[100 µM]
COc1cccc(N(CN2C(=O)CCC2C(=O)O)C(C)=O)c1 (stereo unspecified)	107.8&79.6[100 µM]
Cc1ccc(C)c(NC(=O)/C(=N\N)C(c2cnc3ccc([N+](=O)[O-])cc3n2)[N+](=O)[O-])c1 (stereo unspecified)	18.1&146.5[100 µM]
CCC1CC(C)C(O)/C=C/C=C/CC(C)OC(=O)CC(O)C(OC)C1OC1OC(C)CC(O)(C(C)=O)C1O (stereo unspecified)	38.8&62.1[100 µM]
O=c1c2ncn(C3CCCCO3)c2n(-c2ccccc2)c(=S)n1-c1ccccc1 (stereo unspecified)	23.9&20.1[100 µM]
CC(C)n1c2c(c3ccccc3c1=O)C(=O)c1ccccc1-2	40.7&98.5[100 µM]
COc1cc(C)c2c(c1C=O)Oc1c(c(C)c(O)c3c1C(O)OC3=O)OC2=O (stereo unspecified)	-0.7*![100 µM]

Looked up one by one from the list above:
SMILES	TK-10
O=C1/C(=C/c2ccccc2)N=C2Sc3c(nc[nH]c3=O)N12	60.3&70.3[100 µM]
Cc1c(C#N)c(=N)oc2ccccc12	79.3&92.3[100 µM]

An excerpt; rates above refer to the full screens.
